# Screens: PubChem, Emory University Molecular Libraries Screening Center
# 14-3-3g Raf = modulators of 14-3-3 gamma protein binding, primary screen, biochemical, fluorescence polarization; 14-3-3 protein gamma (Homo sapiens), P61981; FP, 14-3-3gamma / TMR-pS259-Raf peptide binding; inhibition, % at 40 µM; actives 0.19% (n = 160,000); in the data active = inhibition above about 30%;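 note: 0% = protein plus tracer without compound and 100% = blank with tracer alone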
# Target sequence (P61981 whole entry, looked up): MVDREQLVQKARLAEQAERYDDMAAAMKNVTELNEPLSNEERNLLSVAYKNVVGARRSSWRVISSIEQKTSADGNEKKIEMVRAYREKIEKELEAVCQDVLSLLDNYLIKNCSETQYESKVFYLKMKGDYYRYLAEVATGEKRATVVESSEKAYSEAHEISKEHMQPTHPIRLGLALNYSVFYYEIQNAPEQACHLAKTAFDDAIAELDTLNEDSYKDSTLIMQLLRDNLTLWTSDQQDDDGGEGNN
# Active calls of the source: *; & = joins results of further samples. A portion of the library; count on the stated rates, not on these rows.
SMILES,14-3-3g Raf
CC12C(=O)N(c3ccc4ccccc4c3)C(=O)C1C1c3ccccc3C2c2ccccc21 (stereo unspecified),2
O=C(Nc1ccc(-c2noc(COc3ccccc3Cl)n2)cc1)c1ccccn1,0
CCC1=Nc2cc(C(=O)NCC3CCCO3)ccc2Sc2ccc(Cl)cc21 (stereo unspecified),-7
Cc1ccc2cc(C)c3nnc(SCC(=O)NCc4ccco4)n3c2c1,-6
COc1ccc(C(=O)Nc2c(F)c(F)c(F)c(F)c2F)c(OC)c1,-2
O=C(c1noc2c1CCc1ccccc1-2)N1CCCC1,-2
O=c1c2ccccc2ncn1-c1ccccc1F,-2
CC(=O)NC1=NN(C(C)=O)C(C)(c2cccs2)S1 (stereo unspecified),3
Cc1ccc(S(=O)(=O)Nc2ccc(-c3ccc(NS(=O)(=O)c4ccc(C)c([N+](=O)[O-])c4)cc3)cc2)cc1[N+](=O)[O-],-145
Cc1ccc(C2C=C(c3ccc(Cl)cc3)Nc3ncnn32)c(C)c1 (stereo unspecified),-4
Cc1cc2ccccc2n1CCNC(=O)c1ccc([N+](=O)[O-])cc1,13
Cc1nnc(NC(=O)CSc2cn(CCNC(=O)c3ccccc3)c3ccccc23)s1,-4
O=C(CS(=O)(=O)c1c[nH]c2ccccc12)NC1CCCCC1,-8
COC(=O)c1ccc(OCC(O)CN2C(=O)c3ccccc3C2=O)cc1 (stereo unspecified),5
Cc1nnc(SCC(=O)N(C(C)C)C(C)C)nc1C,-2
CCCn1nnnc1SCC(=O)NCc1ccc2c(c1)OCO2,-5
CCC1c2ccc(C)n2CCN1C(=O)Nc1cc(Cl)ccc1OC (stereo unspecified),-1
Cc1ccc(C(=O)Nc2cc(C34CC5CC(CC(C5)C3)C4)ccc2C)cc1,-3
O=C(c1ccc(C(=O)N2CCN(c3cccc(Cl)c3)CC2)cc1)N1CCN(c2cccc(Cl)c2)CC1,0
O=C(NCc1ccccn1)C(=O)Nc1ccccc1Cl,-4
COc1ccc(NC(=O)CC2Sc3ccccc3NC2=O)cc1OC (stereo unspecified),0
CCOc1ccc(NC(=O)Cn2nc(-c3ccc(OC)cc3)ccc2=O)cc1,-3
COc1ccc(OC)c(S(=O)(=O)Nc2ccccc2C(=O)O)c1,12
C=CCSc1nc(N2CCOCC2)c2c(c1C#N)CCCC2,-11
COC(=O)C1Cc2c([nH]c3ccccc23)CN1 (stereo unspecified),-9

# (more compounds)
SMILES,14-3-3g Raf
CC1(C)Nc2ccccc2N(CC(=O)N2CCCCC2)C1=O,0
COc1ccc(C2/C(=C(\O)c3ccc(C)cc3)C(=O)C(=O)N2CC(C)O)c(OC)c1 (stereo unspecified),-1
NS(=O)(=O)c1ccc(CCNS(=O)(=O)c2ccc3c(c2)CCC(=O)N3)cc1,-41
Cc1cccc(N2CCN(S(=O)(=O)N(C)C)CC2)c1C,0
COc1cc(C2=NOC(C(=O)N3CCCCCC3)C2)cc(OC)c1OC (stereo unspecified),-7
c1ccc(COc2nsnc2N2CCOCC2)cc1,-2
CCOc1cc(CN2CCN(Cc3cc(Br)ccc3OC)CC2)ccc1OC,6
Cc1cccc2cc(CN(CCN3CCOCC3)C(=O)Nc3ccccc3F)c(=O)[nH]c12,3
CC1(C)C2CCC1(C)C(OC(=O)CC(=O)O)C2 (stereo unspecified),2
COC(=O)c1oc2ccc(Br)cc2c1NC(=O)CCCN1C(=O)c2ccccc2C1=O,3
COc1cccc(Cn2nnc(C(=O)Nc3ccc(C)cc3)c2N)c1,-7
O=C(NCCN1CCN(C(=O)c2cccs2)CC1)c1cccs1,2&4
CC1=NN(C(=O)COc2cc(C)cc(C)c2)C(O)(C(F)(F)F)C1 (stereo unspecified),-10
COCc1cc(C)nc2sc(C(=O)Nc3ccc(OC)cc3)c(N)c12,-7
CN(CC(=O)NCc1ccccc1Cl)S(=O)(=O)c1cccs1,-10
COc1ccc(CNc2ccc(C(=O)O)cc2)cc1,-7
CSC1=NCCN1C(=O)c1ccc(C(C)(C)C)cc1,4
COc1ccccc1-n1cnc2cc(NCc3ccco3)ccc21,-2
COc1ccc(CCNC(=O)C2CCC(=O)N2Cc2ccc(C)cc2)cc1OC (stereo unspecified),-10
O=c1c2cc3c(cc2[nH]c(=S)n1Cc1ccco1)OCO3,-2
COc1ccc(C)cc1NC(=O)CNS(=O)(=O)c1cccs1,-34
COc1ccc(Br)cc1C1C(C(=O)OC2CCCCC2)=C(C)Nc2nnnn21 (stereo unspecified),-4
COc1ccc(N2C(=O)CC(N3CCC(C(N)=O)CC3)C2=O)cc1 (stereo unspecified),-10&-3
O=C(c1ccc(S(=O)(=O)Cc2cccc(F)c2)c([N+](=O)[O-])c1)N1CCOCC1,7
Cc1ccc2c(c1C)NC(c1ccc(S(=O)(=O)N3CCOCC3)cc1)C1CC=CC21 (stereo unspecified),-82

# The list continues.
SMILES,14-3-3g Raf
O=[N+]([O-])c1ccc(-c2noc(C=Cc3ccccc3)n2)cc1,3
O=C1OC(C(=O)Nc2cccc(Br)c2)Cc2ccccc21 (stereo unspecified),-4
Cn1c(C(=O)N2CCC(C(N)=O)CC2)cc2c(=O)[nH]c3ccccc3c21,-12
Cc1nc2sc(C)c(C)c2c(=O)[nH]1,6
CCOC(=O)c1ccc(NC(=O)CN2CCN(CCN=CC3=C(O)CC(C)(C)CC3=O)CC2)cc1,-4
CC1=C(C(=O)OCC(F)(F)F)C(c2cccc(Oc3ccccc3)c2)NC(=O)N1 (stereo unspecified),-2
CC1(C)CC(C(CCNCc2ccccc2)c2ccc(F)cc2)CCO1 (stereo unspecified),-5
CC(C)C(N)C(=O)N1CCOCCOCCOCC1 (stereo unspecified),-4
CCCS(=O)(=O)c1c(S(=O)(=O)CCC)c2cnccn2c1C(=O)c1ccc(F)cc1,-4
Cc1cc(N)n2ncc(-c3ccc(Cl)cc3)c2n1,-2
Fc1ccc(-c2cn3nc4c(nc3n2)CCCC4)cc1,-62
CCC1=Nc2ccccc2NC2=C1C(=O)CCC2,-17
COc1ccc(-c2nc(=S)c3c(n2CCN2CCOCC2)CC(C)(C)OC3)cc1,-6
O=C(NCC1CCCO1)C1CCC(CNS(=O)(=O)c2ccccc2)CC1 (stereo unspecified),-2&0
O=c1[nH]cc(Br)c(=O)[nH]1,1
COCCN1C(=O)c2ccccc2C(C(=O)Nc2ccc(C(C)C)cc2)C1c1ccc(F)cc1 (stereo unspecified),-2
COc1ccc(CCNC(=O)C(=O)Nc2ccc(Br)cc2)cc1OC,6
COc1ccccc1N1CCN(C(=O)c2c[nH]c3ccc(S(=O)(=O)Nc4ccc(C(C)C)cc4)cc3c2=O)CC1,-21
CCOC(=O)c1c(C)oc2ccc(N(C(=O)c3ccc(Cl)cc3)S(=O)(=O)c3cccc([N+](=O)[O-])c3)cc12,-22
CS(=O)(=O)Nc1ccc(C2=NN(C(=O)c3ccc(F)cc3)C(c3ccco3)C2)cc1 (stereo unspecified),-81
O=c1cc(-c2ccccc2)[nH]c2ccccc12,0
CCSc1ccccc1C(=O)N1CCN(Cc2ccc3c(c2)OCO3)CC1,15
CC(=O)NC(=O)c1cc2c(ccc3ccccc32)oc1=Nc1ccccc1,-28
COc1cc(C(=O)N2CC(=O)Nc3ccc(Cl)cc3C2c2ccccc2)cc(OC)c1OC (stereo unspecified),-2
O=C(Nc1cccc(NC(=O)c2cc([N+](=O)[O-])ccc2Br)c1)c1cccc(Cl)c1,-26

# Other compounds
SMILES,14-3-3g Raf
Cc1ccc(S(=O)(=O)N2C3C=CC(C3)C2C(=O)O)cc1 (stereo unspecified),-2
CCN1CCN(Cc2nc3c(c(=O)n(C)c(=O)n3C)n2Cc2cccc3ccccc23)CC1,-10
O=C(NCCN1CCCCCC1)C1CCCN(S(=O)(=O)N2CCCC2)C1 (stereo unspecified),3
O=C(c1ccc(S(=O)(=O)N2CCCCCC2)cc1)N1CCC(CN2C(=O)c3cccc4cccc(c34)C2=O)CC1,-36
CCOC(=O)c1c(C2COc3ccccc3O2)csc1NC(=O)COc1ccccc1 (stereo unspecified),-5
CCOC(=O)Cc1csc(NC(=O)c2cc3c(=O)n4cccc(C)c4nc3s2)n1,-26
COC(=O)C1=C(C)N=C2SC(C)C(=O)N2C1/C=C/c1ccccc1OC (stereo unspecified),-5
CC1(C)CC(=O)C2=C(C1)NC1=C(C(=O)c3ccccc31)C2c1cccc(OC(=O)c2ccccc2F)c1 (stereo unspecified),-53
O=C(Cn1cc2c(n1)CCCCC2)N1CCc2ccccc21,1
CCC(=O)Nc1c2c(nn1-c1ccc(F)cc1)CS(=O)(=O)C2,3
CCOC(=O)c1ccccc1NC(=O)c1cc(C(=O)OC)cc([N+](=O)[O-])c1,-3
OCCN(CCO)c1nc(N2CCCCC2)c2nc(N(CCO)CCO)nc(N3CCCCC3)c2n1,0&-3
COc1ccc(C(=O)NC(=O)Nc2cc(C)ccn2)cc1,-4
Cc1cccc(N2CCN(S(=O)(=O)c3cnc[nH]3)CC2)c1C,-6
CCn1c(SCc2nc(-c3ccccc3)no2)nc2ccccc21,2&-8
COc1ccc(-n2c3c(cc(C(=O)Nc4ccc(C)cc4)c2=O)C(=O)CC(C)(C)C3)cc1,7
Cc1csc(NC(=O)c2ccc(NC(=O)CCS(=O)(=O)c3cccs3)cc2)n1,-8
CCOC(=O)Cn1c(=O)c2c(nc3n2CCCCN3c2ccc(OCC)cc2)n(C)c1=O,-4
COc1ccc(Oc2ccc(-n3c(C)ccc3C)cc2)cc1,-79
CCOC(=O)N1CCC(NC(=O)c2cc3c(C)nc4ccccc4c3o2)CC1,-4
Cc1ccc(C)c(NC(=O)CCn2nc(C)cc2C)c1,4
Cc1nnc(NC(=O)CNC(=O)Cn2c(C)cc3ccccc3c2=O)s1,-3
O=c1c2[nH]c3ccc(F)cc3c2ncn1CCCN1CCOCC1,-3
Clc1cccc(OCOCOc2cccc(Cl)c2)c1,9
Nc1c(C(=O)C2CC2)oc2ccc(Br)cc12,2

# (continued)
SMILES,14-3-3g Raf
CCN(C(=O)CCNC(=O)Cn1cnc2ccccc2c1=O)c1cccc(C)c1,3
CC(C)CCN1NC2(CCCCC2)NC1=S,-7
CCOc1ccccc1NC(=O)C1Cc2ccccc2CN1S(C)(=O)=O (stereo unspecified),-1
O=C(c1ccc2c(c1)ncn2-c1cccc(F)c1)N1CCCCC1,-16
COc1cc(C(=O)N(CCCO)Cc2cc3ccc(C)c(C)c3[nH]c2=O)cc(OC)c1OC,-4
CC(C)CC(=O)N=C1SC2CS(=O)(=O)CC2N1CCc1ccccc1 (stereo unspecified),-10
CCn1cnc2sc(C(=O)N3CCCc4ccccc43)c(C)c2c1=O,7
Cc1cc(Oc2cc(N)cc([N+](=O)[O-])c2)ccc1Cl,-5
COc1cccc(CNC(=O)CN2C(=O)C3C4C=CC(C4)C3C2=O)c1 (stereo unspecified),3
COc1ccc(CNCc2ccc(C)cc2)cc1OC,4
COc1ccc(CNC(=O)CCn2c(=O)c3sccc3n(Cc3ccc(C)cc3)c2=O)cc1,-7
COc1cccc(N2CC(O)=C(c3nc4ccccc4c(=O)[nH]3)C2=N)c1,-2
Cc1c(C(=O)N2CCN(c3ccc(F)cc3)CC2)sc2ncn(CC(=O)N3CCC(C)CC3)c(=O)c12,-7
N#Cc1cc2c(nc1SCC(=O)NCCc1ccccc1)CCCCC2,3
Cc1ccc(C(=O)NCC(C)(C)O)cc1,67*
CCNS(=O)(=O)c1cc(-c2nnc(Nc3cccc(C(F)(F)F)c3)c3ccccc23)ccc1C,-1
Cc1ccccc1C(=O)N1CCC(C(=O)Nc2ccc(F)cc2)CC1,-7
CSc1nc2sc3c(c2c(=O)n1C1CCCCC1)CC(C(C)C)OC3 (stereo unspecified),-9
COc1ccc2oc(C(=O)c3ccc(F)cc3)c(N)c2c1,1
CC(=O)N1CCCc2cc(S(=O)(=O)Nc3ccc(C(C)C)cc3)ccc21,-10
O=S(=O)(CCc1nc2ccccc2[nH]1)c1ccc(Br)cc1,-9
CCCCN(CC)C(=O)c1cccc(Cl)c1,-12
c1ccc(NC2=Nc3ccccc3CS2)cc1,9
CCc1ccc(NC(=O)CCNS(=O)(=O)c2cccc3nonc23)cc1,-6
